HIV RNase H inh: blocks HIV-1 RNase H cleavage of RNA/DNA duplex; P04585; RT-RNase H RNA/DNA duplex cleavage, fluorescence; inhibition, % at 10 µM; 65,000 compounds, 1.9% hits; AID 565; in the data active = inhibition above about 50%
RmlCD inh mix: RmlC/RmlD inhibition, mixture screen; RmlC/RmlD coupled enzyme inhibition, 384-well mixture HTS; inhibition, % at 5.5 µM; 110,000 compounds, 0.39% hits; AID 1532; in the data active = inhibition above about 30%, passing the limit was not always enough; inconclusive = no clear call, values can overlap the other calls; also: strong numbers were not always called active
* hit, by the source's call; ? = inconclusive; · = no result given; & = joins results of further samples.

The line under a structure holds: RmlCD inh mix | HIV RNase H inh
CCOP(=O)(OCC)c1nc(-c2cccc3ccccc23)oc1NCc1ccccc1
 : -119 | ·
CCc1c(C)nc2cc(C)[nH]n2c1=O
 : -14 | ·
COc1ccc(NC(=O)c2nc[nH]c2C(=O)N2CCC(C)CC2)cc1
 : -8 | ·
CN(c1ccc(C(=O)N2CCc3ccccc3C2)cc1)S(C)(=O)=O
 : 4 | -10
Cn1nnc(NC(=O)c2cccc(F)c2)n1
 : -8 | -17
COCC(=O)Nc1nc(-c2ccc(C)cc2)c(C)s1
 : 6 | ·
COC(C/C=C\C(=O)COCc1ccccc1)OC
 : -7 | ·
CC(=O)NCCn1c(SCC(=O)OCc2ccccc2)nc2ccccc2c1=O
 : 13 | -28
COc1ccc(-c2cc(NCc3ccccn3)n3ncnc3n2)cc1
 : · | -9
CC(C)Cc1nc2oc3c(N4CCN(C)CC4)ncnc3c2c2c1CCCC2
 : -13 | -9
CCOc1ccc2nc(SCC(=O)N(C)C)[nH]c2c1
 : 7 | ·
Cc1cccc(NC(=O)COc2ccccc2)c1
 : -1 | -26
Cc1csc2nnc(N)n12
 : 5 | -1
O=S(=O)(Nc1ccncc1Cl)c1ccccc1
 : -9 | ·
CC(C)(C)Oc1ncc(Br)c(OC(C)(C)C)n1
 : -10 | -3
COc1ccc(-c2cc(C(F)(F)F)nc(N3CCOCC3)n2)cc1
 : -22 | ·
CC1CC(N(C(=O)C2CC2)c2ccccc2)c2ccccc2N1C(=O)C1CC1 (configuration not stated)
 : 3 | -14
O=[N+]([O-])c1cccc(-c2nnc3c4ccccc4c4ccccc4n23)c1
 : 5 | ·
CCCc1nnc(NC(=O)CC(=O)OCC)s1
 : -9 | 7
Cc1cc2oc(=O)c3c(c2cc1OC(=O)c1ccco1)CCCC3
 : -48 | -9
O=C(NCc1ccc(C(F)(F)F)cc1)C1CC(c2ccccc2[N+](=O)[O-])=NO1 (configuration not stated)
 : 3 | ·
COC(=O)c1c(C)oc(C)c(C(=O)OC)c1=O
 : -1 | -14
CCn1c(SCC(=O)Nc2cccc(NC(C)=O)c2)nnc1C(C)C
 : 1 | -1
COc1cc(C(=O)NCc2ccc(C)cc2)ccc1OCc1c(C)noc1C
 : -8 | ·
CCC(C)(C(=O)NC1CCCC1)N(C(=O)c1cnccn1)c1c(C)n(C)n(-c2ccccc2)c1=O (configuration not stated)
 : 72 | -6
Cc1ccc(C(=O)c2c[nH]c(C(=O)NCc3cccnc3)c2)cc1
 : -13 | ·
O=C(c1ccco1)N1CCN(C(c2ccccc2F)c2nnnn2Cc2cccs2)CC1 (configuration not stated)
 : 4 | -3
Cc1ccc(NC(=S)N2CCC(c3nc4ccccc4s3)CC2)cc1
 : 5 | ·
Cc1cc(C(=O)CSc2nc3ccccc3c(=O)[nH]2)c(C)n1C
 : -3 | -39
CCNC(=O)CCCOc1ccc(Cl)cc1Cl
 : -11 | -8
O=C(c1ccc2c3c(cccc13)C(=O)N(O)C2=O)N1CCCCC1
 : 3 | 80*
CCN1C(=O)/C(=C/c2nc3ccccc3c(=O)n2-c2ccccc2)c2ccccc21
 : -5 | ·
CCC(CC)c1nnc(NC(=O)c2cccc(S(=O)(=O)N3CCc4ccccc43)c2)s1
 : -7 | ·
CN(C(=O)C(Cl)Cl)c1ccc(OC(=O)c2ccco2)cc1
 : -12 | -1
CC(NC(=O)Cn1ccsc1=N)C12CC3CC(CC(C3)C1)C2 (configuration not stated)
 : 40 | 1
O=C(c1cccs1)N(Cc1nc2sc3c(c2c(=O)[nH]1)CCCC3)C1CCCC1
 : 4 | 5
O=c1/c(=C/c2cccc3ccccc23)sc2ncnn12
 : -4 | 96*
CCCN1C(=O)S/C(=C\c2ccc(N3CCOCC3)cc2C)C1=O
 : 2 | ·
COc1ccc(CNc2ccc(-c3ccc(OC)cc3)nn2)cc1
 : -26 | 1
COc1cccc(CNC(=O)CCNS(=O)(=O)c2cccs2)c1
 : 3 | 0
CCCN1CCC(=O)N(CCSc2ccc(C)cc2)CC1
 : -11 | ·
CCOC(=O)C1=C(C)N=C2SC(C)C(=O)N2C1c1ccc(OC(C)=O)c(OC)c1 (configuration not stated)
 : 4 | -4
CN(C)S(=O)(=O)Oc1cccc(C(=O)Nc2ccc(Cl)c(Cl)c2)c1
 : 1 | ·
COc1ccc2c(c1)N(C(=O)CSc1n[nH]c(C)n1)C(C)(C)C=C2C
 : 12 | -9
CCC(C)(NC(=O)c1cccc(N2C(=O)CSC2c2ccccc2)c1)C(=O)Nc1ccccc1C (configuration not stated)
 : 6 | ·
Cc1ccc(-c2n[nH]c(=O)c3ccccc23)cc1S(=O)(=O)N(C)CCO
 : 9 | ·
CCOc1cc(/C=N/NC(=O)Cn2nc([N+](=O)[O-])cc2C)ccc1OCc1ccc(F)cc1
 : -7 | ·
COc1ccc(N2CSC3=C(C#N)C(c4ccc(OC)c(OC)c4)CC(=O)N3C2)c(OC)c1 (configuration not stated)
 : 13 | 82*
C=CCNC(=O)C1CC(c2cccc(OC)c2)=NO1 (configuration not stated)
 : -11 | -8
COc1ccccc1NC(=O)C(C)NS(=O)(=O)c1ccccc1 (configuration not stated)
 : · | 4
CCc1cccc(NC(=O)Nc2cccs2)c1
 : 5 | -15
COC(C[C@H](O)C[C@H](O)COCc1ccccc1)OC
 : -9 | ·
COc1ccc(C(=O)CC2C(=O)N(C)C(=O)N(C)C2=O)cc1
 : 6 | -14
O=C(c1cccnc1)N1CCC(c2nc3ccccc3[nH]2)CC1
 : 14 | -24
Cn1c(=O)n(C)c2cc(S(=O)(=O)Nc3ccccc3O)ccc21
 : 3 | ·
CCn1c(SCC(=O)Nc2cc(F)ccc2C)nnc1-c1ccccc1O
 : -18 | 1
COc1cccc(NC(=O)CSc2nc3n[nH]c(C)c3c(=N)n2-c2cccc(OC)c2)c1
 : -15 | -26
CN(C)S(=O)(=O)c1ccc2c(c1)C(CC(=O)O)NC2=O (configuration not stated)
 : -33 | -1
COc1ccc(-c2nnc(Sc3nc4ccccc4o3)c3ccccc23)cc1
 : 4 | ·
Cc1cc(C)cc(-n2c(SCC(=O)NCc3ccco3)nc3ccccc3c2=O)c1
 : -5 | ·

Next entries
The line under a structure holds: RmlCD inh mix | HIV RNase H inh
O=C(c1cn(-c2ccccc2)nc1-c1ccccc1)N1CCOCC1
 : 1 | -2
Cc1noc(C)c1S(=O)(=O)N1CCCC(C(=O)NCCC2=CCCCC2)C1 (configuration not stated)
 : 0 | -4
C[C@H](CO)NC(=O)[C@@H]1C[C@H]1[C@@H](NP(=O)(c1ccccc1)c1ccccc1)c1ccccc1
 : 6 | ·
C=CCN1C=C2C(=O)C(C)(OC(=O)C3CCCC3)C(=O)C=C2C=C1c1ccsc1 (configuration not stated)
 : 6 | ·
COc1ccc2sc(C)nc2c1NC(C)=O
 : -7 | -18
CC(=O)/C(C[N+]1(C)CCCCC1)=N\O
 : · | -3
O=C(Nc1ccccc1)N(C1=NCCCCS1)c1ccccc1
 : 8 | -17
COCCN1Cc2cccc(C(=O)Nc3c(C)cc(C)cc3C)c2C1=O
 : -1 | -1
Cc1ccc2[nH]c(=O)c(CN(CCCN3CCOCC3)C(=O)Nc3cccc(Cl)c3)cc2c1
 : · | -6
Cn1cccc1Cc1nnc(SCC(=O)NCC2CCCO2)n1CCc1ccccc1 (configuration not stated)
 : 10 | -5
COc1ccc(NS(=O)(=O)c2cc(C)ccc2C)cc1
 : -12 | -19
COc1ccc(C(=O)CSc2nnc(-c3ccc(C)cc3)o2)cc1
 : 2 | 26
Cc1cc(C(=O)CSc2nncs2)c(C)n1-c1c(C)n(C)n(-c2ccccc2)c1=O
 : 11 | -12
C=CCNc1nc(-c2ccc(O)c(C(N)=O)c2)cs1
 : -9 | -1
CCn1cc(C(=O)NCC2CCCO2)c(=O)c2cc(S(=O)(=O)N(C)C)ccc21 (configuration not stated)
 : 7 | 0
COc1cc(C)c(Cl)cc1S(=O)(=O)n1cnc2ccccc21
 : -18 | ·
COc1ccc(C2CC(c3ccc(OC)cc3)n3nc(NC(=O)c4cccs4)nc3N2)cc1 (configuration not stated)
 : -18 | ·
Cc1cccn2c(=O)c3cc(C(=O)NCCCN4CCOCC4)n(C)c3nc12
 : · | -7
COc1cccc(CNC(=O)C2=C(C)C(=O)OC23CCC(C)CC3)c1 (configuration not stated)
 : 3 | ·
c1cnc(Nc2nc(-c3ccc4ccccc4c3)cs2)nc1
 : 6 | ·

Exported comma-delimited: entries from further up.
mol,RmlCD inh mix,HIV RNase H inh
COc1ccc(C(=O)CSc2nnc(-c3ccc(C)cc3)o2)cc1,2,26
Cc1cc(C(=O)CSc2nncs2)c(C)n1-c1c(C)n(C)n(-c2ccccc2)c1=O,11,-12
C=CCNc1nc(-c2ccc(O)c(C(N)=O)c2)cs1,-9,-1
CCn1cc(C(=O)NCC2CCCO2)c(=O)c2cc(S(=O)(=O)N(C)C)ccc21 (configuration not stated),7,0

Another view of 2 compounds above:
> COc1ccc2sc(C)nc2c1NC(C)=O
  RmlCD inh mix: -7 | HIV RNase H inh: -18
> COc1ccc(C2CC(c3ccc(OC)cc3)n3nc(NC(=O)c4cccs4)nc3N2)cc1 (configuration not stated)
  RmlCD inh mix: -18 | HIV RNase H inh: ·

The list continues:
The line under a structure holds: RmlCD inh mix | HIV RNase H inh
O=C(CSc1nc2ccccc2s1)N1CCCCC1
 : 7 | ·
CCc1nc2ccccc2c(C(=O)OCCN2C(=O)c3ccccc3C2=O)c1C
 : -7 | ·
O=C(c1ccc(Cl)c(Cl)c1)N1CCC(=O)N(C(COCc2ccc(Cl)cc2)Cc2ccccc2)CC1 (configuration not stated)
 : -7 | ·
COc1ccccc1NC(=O)CN(C)S(=O)(=O)c1ccc(F)cc1
 : -9 | -1
Cc1sc2ncnc(N3CCOCC3)c2c1C
 : -4 | ·
Cc1nc2nc(-c3ccccc3)[nH]n2c(=O)c1Cc1ccccc1
 : -7 | 3
O=C(N/N=C\c1ccc(Cl)cc1)c1sccc1-n1cccc1
 : 12 | ·
O=C(O)COCc1nc2ccccc2[nH]1
 : -346 | 2
O=C(COc1ccccc1)N1CCN(CC2CC3C=CC2C3)CC1 (configuration not stated)
 : -6 | -1
COc1cc(NC(=O)c2ccnc(N)c2)cc(C(=O)Nc2cccc(C(F)(F)F)c2)c1
 : -16 | ·
Cc1ccccc1CSCCNC(=O)CN(c1ccc2c(c1)OCO2)S(C)(=O)=O
 : -15 | -70
CCCC(O)(CCN(C)C)c1ccc(OC)cc1 (configuration not stated)
 : -7 | -2
COc1cccc2cc3c(=O)n(-c4ccccc4)nc-3oc12
 : -22 | 53*
O=C(c1cnc2c(c1)COc1ccc(Cl)cc1-2)c1ccccc1O
 : 0 | ·
COc1ccccc1CN1CC(C(=O)NCC2CCCO2)CC1=O (configuration not stated)
 : -13 | -5
Cc1ccc(OCCSc2ncnc3nc[nH]c23)cc1
 : -3 | ·
CC(C)OC(=O)CCC/C=C\C[C@@H]1[C@@H](CC[C@@H](O)CCc2ccccc2)[C@H](O)C[C@@H]1O
 : -12 | ·
COc1cc(C(=O)N(Cc2ccc(F)cc2)C2CCS(=O)(=O)C2)cc(OC)c1OC (configuration not stated)
 : -10 | ·
O=C1NC(=O)C(c2ccccc2)(c2ccccc2)N1
 : -1&7 | -9
COc1ccc(C2(C(=O)NC(C)C)CCCC2)cc1OC
 : -40 | -1
O=C(N/N=C/c1cccs1)C1COc2ccccc2O1 (configuration not stated)
 : 4 | ·
O=c1c2ccccc2c(C=NCCO)c(O)n1-c1ccccc1
 : -8 | -2
O=C(Nc1ccn(Cc2ccccc2F)n1)c1ccc(COc2ccc(Cl)cc2Cl)o1
 : 5 | ·
Cc1ccc(S(=O)(=O)N2CCC(C(=O)Nc3nnc(-c4ccco4)s3)CC2)cc1
 : 5 | 17
Cc1cc(C)cc(N2C(=O)C3C4C=CC(C4)C3C2=O)c1 (configuration not stated)
 : -15 | -8
O=C(c1cc2nc(-c3ccco3)cc(C(F)(F)F)n2n1)N1CCN(c2ccccc2)CC1
 : -7 | 6
CC(c1ccccc1)n1cc(C(=O)NCc2cccnc2)nn1 (configuration not stated)
 : 3 | -4
COc1ccc(-c2nc3ncccn3c2Nc2ccc3c(c2)OCCO3)cc1
 : · | 2
CN(C)CCNC(=O)c1onc(CSc2ccc(F)c(F)c2)c1C(=O)NCCN(C)C
 : -13 | ·
COC(=O)C1=NN(N=O)C2(CC(=O)N(c3cc(C)cc(C)c3)C2=O)C1 (configuration not stated)
 : -2 | ·
CCN(CC)C(=O)CSc1nnc(-c2cccc(OC)c2)o1
 : -10 | -5
CC(=O)Nc1nonc1NC(=O)CSc1ccccn1
 : -99 | -4
Cc1ccc(S(=O)(=O)NCCc2ccccc2)cc1
 : -43 | ·
O=C(c1ccccc1Oc1nnnn1-c1ccccc1)N1CCOCC1
 : 10 | -5
CC1Cc2nc(SCC(=O)Nc3ccc4c(c3)OCO4)n(CCc3ccccc3)c(=O)c2S1 (configuration not stated)
 : 9 | -7
O=C(COC(=O)C1CCN(S(=O)(=O)c2cccs2)CC1)c1cc2ccccc2o1
 : 5 | 48
COc1ccc(CN2CCOCC2)cc1
 : 6 | ·
CC(=O)Nc1nc(-c2ccccc2)ns1
 : 3 | ·
CCC(C)(C(=O)NC1CCCC1)N(Cc1ccco1)C(=O)c1ccccn1 (configuration not stated)
 : -9 | -14
Cc1onc(-c2ccccc2Cl)c1C(=O)Nc1cccc2cccnc12
 : 0 | -60
CCc1nc(N2CCN(S(=O)(=O)c3ccc(Br)cc3)CC2)c2c(C)c(C)sc2n1
 : 8 | ·
O=C(COC(=O)CCc1c[nH]c(=O)[nH]1)Nc1cccc(Cl)c1
 : 7 | 3
O=C(c1ccc(Cl)c(S(=O)(=O)NCc2ccco2)c1)N1CCN(c2ccccc2F)CC1
 : -11 | ·
Cc1nn(CCOc2ccccc2)c(=O)n1-c1cccc(F)c1
 : ? | ·
Cn1cc(C[C@H](NC(=O)OC(C)(C)C)C(=O)N[C@H](CO)Cc2ccccc2)c2ccccc21
 : -6 | ·

Compound activity as filed in PubChem.

This is a subset, so the mix of outcomes need not match the whole.
